KOR beta-arrestin-1 – KOR antagonists, beta-arrestin recruitment, cell-based, luminescence, uHTS (AID 1778); KOR beta-arrestin recruitment, luminescence, antagonist mode; higher % means a stronger effect; one-dose inhibition, % at 10 µM; IC50 in µM for titrated hits; hit rate 0.091% among 290,000; also: strong numbers were not always called active
ER stress rescue – protection against thapsigargin-triggered cell killing – 384-well, CSM14.1, ATP luminescence, primary screen (AID 1222) | cellular ATP content (survival), % at 20 µM, or EC50 in µM where a hit was titrated | CSM14.1 thapsigargin-induced death rescue, ATP luminescence; higher % means a stronger effect | 190,000 tested, under 10 active;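 active = EC50 below 50 µM in the dose-response confirmation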;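 also: death triggered by thapsigargin at about 15 µM added after 2 h compound pretreatment; cell ATP read after overnight thapsigargin exposure of roughly 18 to 22 hours; normalized against plate controls of thapsigargin alone and 5% DMSO vehicle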
NTR1 ag – agonists of NTR1, primary screen, imaging, U2OS cells, beta-arrestin-GFP, high content (AID 493036); activation, % at 20 µM; NTR1-U2OS beta-arrestin-GFP spot imaging, agonist mode; P30989; hit rate 0.17% among 330,000;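 active = activation at or above 40% of the spot to cytoplasm intensity ratio, with at least 20 cells analyzed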;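 also: 0% = DMSO without peptide and 100% = 100 nM NTR1 peptide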
Target sequence (P30989 whole entry, looked up): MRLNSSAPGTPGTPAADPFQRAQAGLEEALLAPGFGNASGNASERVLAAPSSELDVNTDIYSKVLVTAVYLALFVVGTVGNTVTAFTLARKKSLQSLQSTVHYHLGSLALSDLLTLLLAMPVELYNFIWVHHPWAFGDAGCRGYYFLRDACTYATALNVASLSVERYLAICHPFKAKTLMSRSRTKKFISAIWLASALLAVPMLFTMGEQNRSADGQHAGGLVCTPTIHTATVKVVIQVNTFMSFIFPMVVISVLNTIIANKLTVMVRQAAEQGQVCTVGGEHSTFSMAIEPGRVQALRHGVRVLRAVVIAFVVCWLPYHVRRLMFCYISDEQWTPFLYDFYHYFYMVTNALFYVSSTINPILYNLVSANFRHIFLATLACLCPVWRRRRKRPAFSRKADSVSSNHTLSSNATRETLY
NOD2 inhibition – inhibition of NOD2-driven NF-kB reporter – cell-based, luminescence, uHTS, HEK293 (AID 1566); HEK293 NOD2/NF-kB luciferase reporter, luminescence; higher % means a stronger effect; one-dose inhibition, % at 4 µM; EC50 in µM for titrated hits; hit rate 0.63% among 290,000; also: many of its hits are not listed in these tables
KOR beta-arrestin-2 – kappa opioid receptor activators – cell-based, luminescence, uHTS, primary screen (AID 1777); activation, % at 10 µM; hits with a dose series show EC50 in µM; KOR beta-arrestin recruitment, luminescence; higher % means a stronger effect; hit rate 0.02% among 280,000; in the data active = activation above about 50%, passing the limit was not always enough; also: a part of the inactive calls stands beside numbers as strong as those of hits
Yfh1-off respiration – mitochondrial function rescue without frataxin homolog – Friedreich's ataxia, plus single-dose screen, dose response (AID 1465). S. cerevisiae Yfh1-off respiration, WST-1 reduction, 72 h; higher fold induction means a stronger effect. one-dose fold induction at 50 µM; EC50 in µM for titrated hits. hit rate 0.074% among 220,000;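 active = fold induction of absorbance versus untreated yeast above a set limit, then at least 30% activation at any dose in follow-up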;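 also: activators that raise dye reduction in frataxin-depleted yeast; strong numbers were not always called active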
TNAP activators – stimulation of alkaline phosphatase TNAP activity – biochemical, luminescent, no phosphate acceptor, uHTS, primary screen (AID 1001). hit rate 0.03% among 200,000. one-dose activation fold at 20 µM; EC50 in µM for titrated hits. purified TNAP, luminescent activation assay, no phosphate acceptor; higher activation fold means a stronger effect; in the data active = activation fold from about 3, or a potency from the dose series; inactive = the rest, 99 in 100 with activation fold below about 1.6; also: many of its hits are not listed in these tables
NOD1 inhibition – inhibition of NOD1-driven NF-kB reporter – cell-based, luminescence, uHTS, primary screen (AID 1578). NOD1-driven NF-kB luciferase reporter cells, luminescence; higher % means a stronger effect. one-dose inhibition, % at 4 µM; EC50 in µM for titrated hits. hit rate 1% among 290,000; in the data active = inhibition mostly above about 36%, no sharp cut-off; inactive = mostly below about 34%;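 also: HEK-293T reporter cells stimulated with the NOD1 agonist gamma-tri-DAP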
GPR55 beta-arrestin – GPR55 agonists via beta-arrestin recruitment, primary screen, imaging, U2OS cells, beta-arrestin-GFP redistribution (AID 1961); U2OS GPR55 beta-arrestin-GFP redistribution imaging; higher % means a stronger effect; activation, % at 10 µM; hits with a dose series show EC50 in µM; hit rate 0.048% among 290,000;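 active = activation above 40% with more than 50 cells counted in the well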;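 also: U2OS osteosarcoma cells stably expressing GPR55 and beta-arrestin-GFP; plate controls were DMSO negative control for no effect and LPI positive control for full effect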
NTR1 ag cell count 20 µM – also measured in NTR1 ag; calls as there; cell count; measured here: cell count, cytotoxicity flag
* = called active by the depositor; i = inactive; x = no result given; [ ] = another dose, or the depositor's remark. Rule as the data show it, unless noted: active = inhibition above about 50%; inactive = the rest. The list is partial; the hit share may differ from the screen's.

SMILES	KOR beta-arrestin-1	ER stress rescue	NTR1 ag	NTR1 ag cell count 20 µM	NOD2 inhibition	KOR beta-arrestin-2	Yfh1-off respiration	TNAP activators	NOD1 inhibition	GPR55 beta-arrestin
Cn1ncc([N+](=O)[O-])c1C(=O)n1nnc2ccccc21	17.3%	-1.0%	x	x	-10.7%	-2.1%	i	1	-28.8%	-0.4%
O=C(c1cccc(C(F)(F)F)c1)c1c[nH]c(C(=O)NCC2CCCO2)c1 (configuration not stated)	-2.9%	x	1.0	54	11.4%	-2.4%	i	1	-12.8%	0.1%
O=C1CSC(c2ccccc2F)N1c1cc(Cl)ccc1O (configuration not stated)	-21.0%	2.7%	-1.7	90	15.1%	4.1%	i	1.1	13.7%	0.3%
Nc1nc(-c2ccc(NC(=O)c3ccco3)cc2)cs1	10.2%	x	1.9	79	-182.7%	-2.4%	x	x	-4.3%	0.3%
Cc1ccc(S(=O)(=O)N2CCC(C(=O)C3C(=O)CC(C)(C)CC3=O)CC2)cc1	-0.8%	0.0%	1.3	45	10.9%	7.0%	i	0.9	-14.6%	0.1%
Cc1ccn(CC(=O)NC2CCCN(Cc3ccc(CC(C)C)cc3)C2)n1 (configuration not stated)	-19.7%	x	0.3	45	9.4%	0.7%	x	x	-6.3%	-0.1%
CC1CCCCN1C(=O)CSc1nc2ccccc2[nH]1 (configuration not stated)	-4.6%	0.3%	0.0	50	-22.0%	-5.9%	i	1.3	-36.8%	0.3%
CCOC(=O)C1CCN(C(=O)c2ccc(N(C)S(=O)(=O)c3ccc(OC)cc3)cc2)CC1	-10.7%	-1.4%	0.6	54	19.1%	-3.2%	i	1.1	-21.3%	0.3%
Cn1c(SCC2CCCO2)nnc1-c1cccc([N+](=O)[O-])c1 (configuration not stated)	-30.1%[20 µM]	1.2%	-0.6	34	16.1%	x	i	1.1	-12.4%	-0.1%
O=C(NC1CCCCCC1)c1ccc(Br)o1	-8.4%	x	-0.5	47	-12.7%	-0.1%	x	x	-48.9%	-0.1%
O=C(COc1ccc2ccccc2c1)Nc1ccc2c3c(cccc13)CC2	-144.0%	-1.5%	5.6	87	16.2%	6.1%	i	0.8	-38.0%	-0.3%
NC(=O)C1(N2CCCCC2)CCN(CC(=O)Nc2cc(Cl)ccc2Cl)CC1	38.3%	1.6%	0.1	56	10.9%	0.1%	i	1	-13.7%	-0.1%
COc1cccc(NC(=O)[C@H](C)NC(=O)N2CCn3c2nc2ccccc23)c1	x	x	0.1	57	22.1%	x	x	x	-1.7%	-0.1%
C/C(=N/NS(=O)(=O)c1ccc(C)cc1)c1cccc(NC(=O)c2cccc(Cl)c2)c1	-24.3%	-0.8%	4.4	58	11.5%	4.3%	i	1.1	15.0%	-0.1%
Cc1c(NC(=O)C(C)Sc2ncnc3ccccc23)c(=O)n(-c2ccccc2)n1C (configuration not stated)	-50.5%	-2.6%	-0.5	56	12.2%	-2.1%	i	1	-15.7%	0.6%
COc1ccc(C(=O)CSc2cc(C)[nH]c(=O)n2)cc1	-11.9%	x	-0.5	62	-24.1%	-7.4%	x	x	-25.6%	-0.1%
CC(=O)Oc1ccc(N2C(=O)C3C4C=CC(O4)C3C2=O)cc1 (configuration not stated)	36.2%	-0.3%	-1.3	41	4.1%	3.0%	i	1.1	12.4%	0.2%
Cc1nonc1CC(=O)N1CCc2c([nH]c3ccccc23)C1c1ccccc1F (configuration not stated)	-1.1%[20 µM]	5.4%	2.9	49	13.8%	x	i	1.1	-28.2%	0.0%
CCCCCNC(=O)c1ccccc1SC	14.6%	-3.1%	-0.6	85	1.7%	-2.3%	i	1.1	-1.8%	-0.1%
O=C1CN(C(=O)c2cnccn2)c2ccccc2N1	-23.0%	-1.3%	2.3	83	0.3%	4.8%	i	1.1	5.5%	-0.1%
CC(C)n1c(SCC(=O)Nc2ccccc2)nc2c1c(=O)[nH]c(=O)n2C	8.3%	x	2.2	33	1.2%	0.1%	i	x	-13.9%	-0.1%
COc1cc(/C=C/C(=O)OCC(=O)NCCc2ccccc2)ccc1OC(F)F	2.3%	x	2.7	58	14.8%	11.9%	x	x	36.5%	0.0%
O=C(/C=C/c1ccco1)Nc1cccc(C(=O)Nc2ccccc2C(=O)O)c1	-3.5%	x	-0.1	73	3.3%	4.4%	i	x	8.8%	-0.3%
C=CCNC(=S)Nc1sc2c(c1C(N)=O)CCCC2	3.2%	x	1.7	51	-9.2%	-0.7%	i	x	-3.1%	-0.3%
C=CCNS(=O)(=O)c1ccc(OC)c(C)c1	-6.5%	-2.0%	0.6	49	0.0%	1.1%	i	1.1	-31.9%	0.2%
CC(C(=O)OCC(=O)Nc1ncc(Cl)cc1Cl)N1C(=O)c2ccccc2C1=O (configuration not stated)	-19.7%	1.5%	1.9	42	-8.6%	3.2%	i	1.1	-10.3%	-0.1%
Cc1cc(C)n2nc(CCc3nc4nc(C)cc(C)n4n3)nc2n1	-11.0%	-0.9%	x	x	-1.8%	1.1%	x	1.1	-14.0%	-0.1%
CC(C)c1ccc(N(CC(=O)NC2CCCC2)C(=O)CCC(=O)Nc2ccccn2)cc1	-10.0%	x	0.9	47	-1.0%	1.2%	x	x	-8.9%	-0.2%
O=C(NCC1CCCO1)c1cc2c([nH]c3ccccc32)c(-c2ccc(F)cc2)n1 (configuration not stated)	-30.2%[20 µM]	x	10.2	108	47.1%	-4.9%	x	x	31.8%	-0.1%
CCOC(=O)c1ccccc1NC(=O)COC(=O)c1ccc(C)c(S(=O)(=O)N2CCOCC2)c1	-14.3%	2.2%	0.5	38	6.5%	1.1%	i	1	4.6%	-0.1%
CC(Cc1ccccc1)N/C=C1/CC(=O)NC1=O (configuration not stated)	-61.8%	3.8%	0.7	67	10.6%	2.9%	i	1.1	31.9%	-0.2%
CCn1c2ccccc2c2nnc(SCC(=O)N3CC(C)OC(C)C3)nc21 (configuration not stated)	-22.0%	-0.3%	2.4	41	9.6%	-7.5%	i	1.1	-41.1%	0.3%
COC(=O)C(Cc1ccccc1)NC(=O)CNC(=O)c1ccc(Br)cc1 (configuration not stated)	8.6%	x	0.3	43	1.2%	3.4%	x	x	-2.5%	-0.2%
O=C(c1ccc(CS(=O)Cc2ccc(Cl)cc2)o1)N1CCN(c2ccc(F)cc2)CC1 (configuration not stated)	-25.6%	x	0.6	78	9.3%	-0.8%	x	x	-24.6%	-0.3%
O=C(N/N=C\c1cccc(Cl)c1)c1ccc(Cn2cc(Br)c([N+](=O)[O-])n2)o1	26.8%	-3.9%	0.9	87	-26.1%	7.7%	i	1	59.3%	0.0%
Cc1ccc(Cl)cc1NC(=O)c1ccccc1OCC(=O)N1CCOCC1	-8.8%	x	0.5	66	4.4%	-0.7%	x	x	-2.5%	0.3%
O=C(/C=C/c1ccc(N2CCCCC2)c([N+](=O)[O-])c1)c1ccc(O)cc1	-29.6%[20 µM]	-3.0%	36.2	44	-39.9%	-2.4%	i	0.8	48.4%	6.0%
Cc1cc(C)c(C(=O)C(C)OC(=O)c2ccc(Cl)nc2)cc1C (configuration not stated)	0.2%	x	4.4	69	2.3%	-2.5%	x	x	-45.3%	-0.1%
CC1=C(c2ccc(C(C)C)cc2)S(=O)(=O)N=C1N1CCN(C(=O)c2ccco2)CC1	-15.8%	x	0.5	70	24.5%	-1.7%	x	x	6.4%	0.3%
N/C(=N\N=C\c1ccc(Br)o1)c1nonc1N	-1.7%	x	1.9	54	-83.1%	0.3%	i	x	-8.5%	-0.1%
O=C(c1ccc([N+](=O)[O-])cc1)n1nc(-c2ccccc2)nc1NCc1ccc(F)cc1	19.3%	-1.8%	x	x	-3.8%	1.5%	i	0.9	13.0%	0.1%
CN1C(=O)N(C)C(NC(=O)Nc2ccccc2)C1NC(=O)Nc1ccccc1 (configuration not stated)	-2.2%	3.9%	1.9	37	3.6%	-2.2%	i	1.1	-13.0%	0.0%
CC1Cc2ccccc2N1C(=S)NC(=O)C1(C)CC1(Cl)Cl (configuration not stated)	22.7%	1.7%	2.7	65	12.9%	-8.1%	i	1.1	-30.5%	0.1%
CCN1CCN(c2nc(N)c([N+](=O)[O-])c(Nc3cccc(C)c3)n2)CC1	3.5%	-1.5%	2.2	40	10.0%	-2.6%	i	1	-15.1%	-0.3%
CCC(CC)C(=O)N=C1SC2CS(=O)(=O)CC2N1CCc1ccc(OC)c(OC)c1 (configuration not stated)	25.6%	x	-0.9	69	12.4%	2.0%	i	x	2.9%	0.0%
COc1ccccc1C(=O)N(Cc1ccc(Cl)cc1)C1CCS(=O)(=O)C1 (configuration not stated)	-6.6%	x	-0.9	53	8.2%	-2.7%	x	x	-12.7%	-0.1%
Cc1cc(C(=O)N2CCN(c3ncccn3)CC2)cs1	-13.1%	-2.7%	1.1	87	-4.7%	9.3%	i	1	-16.5%	-0.1%
COc1ccccc1CN(C)C(=O)c1cc(C)nc2ccccc12	21.4%	x	-1.2	56	-1.0%	1.2%	x	x	-7.1%	0.4%
O=C(NCCC1=CCCCC1)C1CCC(CNS(=O)(=O)c2ccccc2)CC1 (configuration not stated)	31.9%	-2.6%	1.2	75	-8.0%	3.9%	i	1	-11.7%	0.2%
COC(=O)c1ccc(COC(=O)CNC(=O)c2cccs2)cc1	-21.9%	x	0.3	60	9.3%	1.3%	x	x	-21.5%	0.3%
(more compounds)
SMILES	KOR beta-arrestin-1	ER stress rescue	NTR1 ag	NTR1 ag cell count 20 µM	NOD2 inhibition	KOR beta-arrestin-2	Yfh1-off respiration	TNAP activators	NOD1 inhibition	GPR55 beta-arrestin
CCOc1cccc(C(=O)Nc2cc(C)ccc2NC(=O)c2ccco2)c1	-13.0%	x	-0.3	72	-6.2%	1.0%	x	x	-7.9%	0.3%
O=C(Cn1c(=O)n(Cc2ccco2)c(=O)c2ccccc21)Nc1cccc(Cl)c1	9.7%	-1.9%	3.8	52	9.4%	0.0%	i	1	-5.7%	-0.3%
CC(=O)c1ccc(NS(=O)(=O)c2cc(-c3cnc(C4CC4)o3)ccc2C)cc1	-2.8%	x	-0.7	68	-35.5%	2.0%	x	x	0.6%	-0.1%
O=C(Nc1ccc(OC(F)F)cc1)c1ncc(Cl)c(Cl)c1Cl	23.6%	0.1%	9.3	50	1.5%	-6.8%	i	1	-35.2%	1.1%
CC(NC(=O)Nc1nccs1)(C(F)(F)F)C(F)(F)F	5.9%	-1.6%	3.4	32	4.4%	6.6%	i	1.1	-24.6%	-0.1%
CC1=NN2C(=N)/C(=C\c3cc(C)n(-c4ccccc4)c3C)C(=O)N=C2S1	19.5%	-8.3%	0.0	91	7.8%	-2.4%	i	1.1	-12.1%	0.1%

Grouped by structure, the compounds so far containing a CF3 group
SMILES	KOR beta-arrestin-1	ER stress rescue	NTR1 ag	NTR1 ag cell count 20 µM	NOD2 inhibition	KOR beta-arrestin-2	Yfh1-off respiration	TNAP activators	NOD1 inhibition	GPR55 beta-arrestin
O=C(c1cccc(C(F)(F)F)c1)c1c[nH]c(C(=O)NCC2CCCO2)c1 (configuration not stated)	-2.9%	x	1.0	54	11.4%	-2.4%	i	1	-12.8%	0.1%
CC(NC(=O)Nc1nccs1)(C(F)(F)F)C(F)(F)F	5.9%	-1.6%	3.4	32	4.4%	6.6%	i	1.1	-24.6%	-0.1%
